TDP2 inh: human TDP2 enzyme inhibitors, primary screen, biochemical, epi absorbance, recombinant enzyme | T5PNP hydrolysis, p-nitrophenol absorbance 415 nm | inhibition, % at 12.8 µM | actives 0.34% (n = 370,000);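 active means inhibition above the mean of all tested compounds plus 3 SD, set per campaign, cut at about 25% in these data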;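 further: 0% = DMSO with enzyme and 100% = buffer with substrate but no TDP2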
Target sequence (O95551 whole entry, looked up): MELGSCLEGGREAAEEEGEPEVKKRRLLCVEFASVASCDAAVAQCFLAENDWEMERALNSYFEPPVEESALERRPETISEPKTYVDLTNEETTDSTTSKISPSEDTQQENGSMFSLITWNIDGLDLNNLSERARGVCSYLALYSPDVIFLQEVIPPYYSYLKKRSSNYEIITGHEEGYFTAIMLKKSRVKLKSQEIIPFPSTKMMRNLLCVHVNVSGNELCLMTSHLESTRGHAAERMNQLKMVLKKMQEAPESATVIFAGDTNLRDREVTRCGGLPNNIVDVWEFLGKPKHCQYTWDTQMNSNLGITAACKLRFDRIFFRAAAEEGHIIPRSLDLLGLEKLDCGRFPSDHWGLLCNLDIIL
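System: recombinant human TDP2 / Amount: 120 nM TDP2 per well / Also added: 5 mM T5PNP chromogenic substrate / Doses: 12.8 µM single point, 1% DMSO / Incubation: 2 h at 37 °C / Detection: p-Nitrophenol epi absorbance / Evaluation: % inhibition relative to enzyme-containing and enzyme-free wells / Repeats: singlicate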
PRMT1 inh: PRMT1 methyltransferase inhibitors, primary screen, biochemical, fluorescence polarization; Protein arginine N-methyltransferase 1 (Homo sapiens), Q99873; recombinant PRMT1, activity-based probe fluorescence polarization; inhibition, % at 2.79 µM; actives 1.3% (n = 370,000);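 active means inhibition above about 21% made by adding two undisclosed values, limit read from the data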
proKLK7 act: proKLK7 zymogen activators, primary screen, biochemical, fluorescence intensity | Kallikrein-7 (Homo sapiens), P49862 | purified proKLK7, EDANS-DABCYL substrate fluorescence; 100% is mature enzyme control, 0% vehicle | activation, % at 7 µM | actives 0.9% (n = 370,000) | AID 652039, 2013;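 active means activation above the mean of all tested compounds plus 3 SD, computed per campaign excluding outliers beyond control limits, cut at about 13% in these data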
TCR-CD3 inh: inhibitors of human TCR-CD3 interaction, primary screen, biochemical, fluorescence, TAMRA-labeled TCR probe; inhibition, % at 9.4 µM; actives 0.37% (n = 360,000); AID 651800, 2012; in the data active means inhibition above about 19%;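 further: recombinant mutant TCR 2C K166C tagged with TAMRA read by polarization; 0% = receptor in buffer alone and 100% = receptor with positive control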
MBD2 inh: inhibitors of MBD2 binding to methylated DNA, primary screen, biochemical, TR-FRET, DNA-binding domain, human | MBD2 binding to methylated oligonucleotide | inhibition, % at 4.4 µM | actives 0.31% (n = 370,000) | AID 686964, 2013; in the data active means inhibition above about 13%
DDE Tn7 FP inh: inhibitors of Tn7 peptide binding to fibrin DD(E), primary screen, biochemical, fluorescence polarization, human fibrin, Tn7 probe. Fibrinogen beta chain (Homo sapiens), P02675. FP displacement of FITC-Tn7 peptide from fibrin DD(E); 0% = median of compound wells per plate. inhibition, % at 8.3 µM. actives 0.13% (n = 370,000);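 active means inhibition above the mean of compounds falling within the control limits plus 3 SD of them, cut at about 14% in these data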;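 further: 0% = plate median of compound wells and 100% = 10 µM Aha-Tn7 peptide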
Target sequence (P02675 whole entry, looked up): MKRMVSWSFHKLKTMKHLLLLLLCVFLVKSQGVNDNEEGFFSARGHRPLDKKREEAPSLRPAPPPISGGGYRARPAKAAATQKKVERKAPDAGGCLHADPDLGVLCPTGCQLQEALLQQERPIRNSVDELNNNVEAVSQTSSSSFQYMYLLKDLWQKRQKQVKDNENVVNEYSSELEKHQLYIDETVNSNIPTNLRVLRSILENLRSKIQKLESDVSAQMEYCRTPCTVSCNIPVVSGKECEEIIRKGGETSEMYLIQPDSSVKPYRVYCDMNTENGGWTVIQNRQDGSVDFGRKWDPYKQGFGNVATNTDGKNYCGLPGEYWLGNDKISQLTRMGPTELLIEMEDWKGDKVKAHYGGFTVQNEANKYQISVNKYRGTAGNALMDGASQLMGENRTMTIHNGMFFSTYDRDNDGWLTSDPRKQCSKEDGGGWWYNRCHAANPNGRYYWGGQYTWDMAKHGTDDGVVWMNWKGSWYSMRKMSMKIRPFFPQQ
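Assay system: Human clot-derived fibrin DD(E) complex | Buffer or medium: Tris/NaCl/CaCl2 buffer, pH 7.8 | Repeats: One replicate per compound | Benchmarks: Aha-Tn7 high control | Measure: % inhibition scaled between sample-field median and high-control FP | Schedule: 10 min plus 3 h, room temperature | Signal: Fluorescence polarization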
SIAE primary: human SIAE inhibitors, primary screen, biochemical, fluorescence polarization, FP-Rh probe, 1536-well HTS; actives 0.69% (n = 370,000); inhibition, % at 9.66 µM; AID 1053197, 2014; Sialate O-acetylesterase (Homo sapiens), Q9HAT2; SIAE FP-Rh probe binding;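 active means inhibition above a cutoff: mean of compounds within the control limits plus 3 SD of those, cut at about 17% in these data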;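 further: 0% = plate median of compound wells and 100% = probe without SIAE protein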
UHRF1 binding: UHRF1 methylated DNA binding inhibitors, primary screen, counter-screen for MBD2 inhibitor project, biochemical, TR-FRET, human UHRF1, single concentration; actives 0.75% (n = 370,000); inhibition, % at 4.4 µM; UHRF1 binding to methylated oligo; E3 ubiquitin-protein ligase UHRF1 (Homo sapiens), Q96T88; AID 687016, 2013; in the data active means inhibition above about 21%;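 further: UHRF1 SRA domain binding a hemimethylated CpG hairpin DNA probe; 0% = median of test compound wells and 100% = reference inhibitor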
LEDGF integ inh: blockers of LEDGF/p75-dependent integrase strand transfer – biochemical, TR-FRET, high throughput, primary screen | HIV-1 integrase (with human LEDGF/p75) | TR-FRET IN-LEDGF/p75 DNA integration, Eu/Cy5 | inhibition, % at 3.7 µM | actives 0.64% (n = 370,000);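 active means inhibition above the screen-wide mean plus 3 SD, cut at about 13% in these data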;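 further: signal is the Cy5 over europium emission ratio at 671 and 618 nm; 0% = plate median of compound wells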
Tn6 DDE FP: inhibitors of Tn6 peptide binding to fibrin DD(E), primary screen, biochemical, fluorescence polarization, human fibrin, Tn6 probe; Fibrinogen beta chain (Homo sapiens), P02675; Fibrin DD(E) TRITC-Tn6 fluorescence polarization displacement; inhibition, % at 8.3 µM; actives 0.21% (n = 370,000);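 active means inhibition above a per-campaign cutoff: mean of compounds within control limits plus 3 SD, cut at about 15% in these data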;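 further: 0% = median of all compound wells on the plate and 100% = blocking peptide control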
An asterisk follows results filed as active.

Results for CCCCC(CCC(=O)Nc1cccc([N+](=O)[O-])c1)C(=O)O (stereo not drawn) ?
TDP2 inh: -7; PRMT1 inh: 2; proKLK7 act: -0.1; TCR-CD3 inh: 2; MBD2 inh: -1; DDE Tn7 FP inh: 0; SIAE primary: -1; UHRF1 binding: 2; LEDGF integ inh: 2; Tn6 DDE FP: 6

Results for CC(C)(C)n1nnnc1CN1CCN(C(c2ccccc2)c2ccccc2)CC1 ?
TDP2 inh: -2; PRMT1 inh: 0; proKLK7 act: 0.8; TCR-CD3 inh: -2; MBD2 inh: -3; DDE Tn7 FP inh: -3; SIAE primary: -2; UHRF1 binding: -1; LEDGF integ inh: 2; Tn6 DDE FP: -2

What do the screens show for `O=C(Nc1cc(S(=O)(=O)N2CCOCC2)ccc1N1CCOCC1)c1cnccn1`?
TDP2 inh: 5; PRMT1 inh: 1; proKLK7 act: 0.0; TCR-CD3 inh: 4; MBD2 inh: -4; DDE Tn7 FP inh: 3; SIAE primary: 1; UHRF1 binding: -2; LEDGF integ inh: -2; Tn6 DDE FP: -3

Results for O=Cc1cn(CC(=O)N2CCCCC2)c2ccccc12 ?
TDP2 inh: 10; PRMT1 inh: -2; proKLK7 act: -0.3; TCR-CD3 inh: -9; MBD2 inh: -3; DDE Tn7 FP inh: -1; SIAE primary: -3; UHRF1 binding: 1; LEDGF integ inh: -1; Tn6 DDE FP: -2

Results for Cc1ccc(C(=O)N2c3ccccc3CC2C)o1 (stereo not drawn) ?
TDP2 inh: 6; PRMT1 inh: 3; proKLK7 act: -0.9; TCR-CD3 inh: -3; MBD2 inh: 3; DDE Tn7 FP inh: -2; SIAE primary: -5; UHRF1 binding: 3; LEDGF integ inh: -6; Tn6 DDE FP: -5

Results for COc1cccc(CNc2nc(C(F)(F)F)nc3ccccc23)c1 ?
TDP2 inh: -17; PRMT1 inh: -3; proKLK7 act: 0.7; TCR-CD3 inh: 0; MBD2 inh: -2; DDE Tn7 FP inh: -9; SIAE primary: -9; UHRF1 binding: 2; LEDGF integ inh: -3; Tn6 DDE FP: -1

Results for COc1ccc(S[C@]2(C(=O)N3CCN(c4ncccn4)CC3)CC(=O)N(c3ccccc3)[C@@H]2c2ccc(OC)cc2)cc1 ?
TDP2 inh: -7; PRMT1 inh: 0; proKLK7 act: 0.1; MBD2 inh: -5; DDE Tn7 FP inh: -1; SIAE primary: -10; UHRF1 binding: -1; LEDGF integ inh: 3; Tn6 DDE FP: -1

Results for CCOC(=O)C1CCN(CCCSc2ccc(C)cc2)CC1 ?
TDP2 inh: 2; PRMT1 inh: -3; proKLK7 act: 0.9; TCR-CD3 inh: -3; MBD2 inh: -1; DDE Tn7 FP inh: -2; SIAE primary: -1; UHRF1 binding: 3; LEDGF integ inh: 3; Tn6 DDE FP: 1

How did CNC(=O)Cc1nc2ccccc2n1CC(=O)Nc1cc(C)cc(C)c1 do in these assays?
TDP2 inh: 5; PRMT1 inh: -2; proKLK7 act: -1.2; TCR-CD3 inh: -2; MBD2 inh: 1; DDE Tn7 FP inh: 0; SIAE primary: -1; UHRF1 binding: -1; LEDGF integ inh: 2; Tn6 DDE FP: 1

What do the screens show for `CN(C)c1ccc(C(=S)N2CCN(Cc3ccccc3)CC2)cc1`?
TDP2 inh: 7; PRMT1 inh: 55*; proKLK7 act: -0.4; TCR-CD3 inh: 1; MBD2 inh: 3; DDE Tn7 FP inh: 2; SIAE primary: 2; UHRF1 binding: -1; LEDGF integ inh: -1; Tn6 DDE FP: 6

What do the screens show for `Cc1ccc2[nH]c(SCC(=O)N3CCOCC3)nc2c1C`?
TDP2 inh: 1; PRMT1 inh: 0; proKLK7 act: 0.1; TCR-CD3 inh: 2; MBD2 inh: 2; DDE Tn7 FP inh: -11; SIAE primary: -5; UHRF1 binding: 0; LEDGF integ inh: -1; Tn6 DDE FP: -5

How did Cc1nn(C)cc1/C=N/NC(=S)Nc1ccc(Cl)cc1Cl do in these assays?
TDP2 inh: -1; PRMT1 inh: 0; proKLK7 act: 0.0; TCR-CD3 inh: -2; MBD2 inh: 2; DDE Tn7 FP inh: -7; SIAE primary: -9; UHRF1 binding: 1; LEDGF integ inh: 1; Tn6 DDE FP: 1

What do the screens show for `Cc1cc(-c2n[nH]c(=S)n2-c2ccccc2C)cs1`?
TDP2 inh: -2; PRMT1 inh: -1; proKLK7 act: -0.9; TCR-CD3 inh: 3; MBD2 inh: -5; DDE Tn7 FP inh: 7; SIAE primary: 14; UHRF1 binding: -2; LEDGF integ inh: -6; Tn6 DDE FP: 7

Results for N#Cc1ccc(OCC(=O)N/N=C2/CC(c3ccccc3)Oc3ccccc32)cc1 (stereo not drawn) ?
TDP2 inh: -2; PRMT1 inh: 3; proKLK7 act: 0.0; TCR-CD3 inh: 2; MBD2 inh: 1; DDE Tn7 FP inh: 3; SIAE primary: -7; UHRF1 binding: 5; LEDGF integ inh: -6; Tn6 DDE FP: -4

What do the screens show for `O=C(NCc1ccccc1)c1ccc(Br)o1`?
TDP2 inh: 13; PRMT1 inh: 0; proKLK7 act: 0.1; TCR-CD3 inh: 0; MBD2 inh: 3; DDE Tn7 FP inh: -3; SIAE primary: -3; UHRF1 binding: 0; LEDGF integ inh: 0; Tn6 DDE FP: 3

Results for O=C(Cn1cccc1C(=O)c1ccccc1)NCCCN1CCOCC1 ?
TDP2 inh: -1; PRMT1 inh: 3; proKLK7 act: 0.3; TCR-CD3 inh: -3; MBD2 inh: 3; DDE Tn7 FP inh: 0; SIAE primary: 1; UHRF1 binding: -3; LEDGF integ inh: 0; Tn6 DDE FP: 2

What do the screens show for `COc1cccc2cc(C(=O)C3=C(O)C(=O)N(c4cc(C)on4)C3c3cccs3)oc12` (stereo not drawn)?
TDP2 inh: 19; PRMT1 inh: 4; proKLK7 act: 1.7; TCR-CD3 inh: 14; MBD2 inh: -6; DDE Tn7 FP inh: -6; SIAE primary: 13; UHRF1 binding: -2; LEDGF integ inh: 3; Tn6 DDE FP: -2

How did O=S(=O)(NCCc1ccc2c(c1)OCCO2)c1cccs1 do in these assays?
TDP2 inh: -1; PRMT1 inh: -3; proKLK7 act: -0.2; TCR-CD3 inh: 0; MBD2 inh: 2; DDE Tn7 FP inh: -7; SIAE primary: -2; UHRF1 binding: 1; LEDGF integ inh: 0; Tn6 DDE FP: 2

How did COc1ccccc1N1CCN(S(=O)(=O)c2ccc3c(c2)CC(C)N3C(C)=O)CC1 (stereo not drawn) do in these assays?
TDP2 inh: -10; PRMT1 inh: 1; proKLK7 act: -0.2; TCR-CD3 inh: -3; MBD2 inh: -1; DDE Tn7 FP inh: -3; SIAE primary: 3; UHRF1 binding: 3; LEDGF integ inh: -7; Tn6 DDE FP: 1

How did CCCCNC(=O)N1c2ccccc2CC1C (stereo not drawn) do in these assays?
TDP2 inh: -11; PRMT1 inh: 1; proKLK7 act: 0.9; TCR-CD3 inh: -2; MBD2 inh: 2; DDE Tn7 FP inh: -5; SIAE primary: 4; UHRF1 binding: 1; LEDGF integ inh: 1; Tn6 DDE FP: -1

Results for COc1ccc(NC(=O)CSCC(=O)N(C)Cc2ccc3c(c2)OCCO3)cc1 ?
TDP2 inh: -2; PRMT1 inh: -1; proKLK7 act: -0.2; TCR-CD3 inh: 6; MBD2 inh: 0; DDE Tn7 FP inh: -6; SIAE primary: -3; UHRF1 binding: 1; LEDGF integ inh: 5; Tn6 DDE FP: -1

Results for COC(=O)C1CN(C(=O)C(C)Oc2ccc(F)cc2)c2ccccc2O1 (stereo not drawn) ?
TDP2 inh: -6; PRMT1 inh: -4; proKLK7 act: -0.6; TCR-CD3 inh: 6; MBD2 inh: -8; DDE Tn7 FP inh: -7; SIAE primary: 5; UHRF1 binding: -1; LEDGF integ inh: 6; Tn6 DDE FP: 6

How did Cc1c(C(=O)N2CC(C)OC(C)C2)oc2ccccc12 (stereo not drawn) do in these assays?
TDP2 inh: 13; PRMT1 inh: 1; proKLK7 act: 0.0; TCR-CD3 inh: -3; MBD2 inh: -2; DDE Tn7 FP inh: -3; SIAE primary: -2; UHRF1 binding: 11; LEDGF integ inh: 2; Tn6 DDE FP: 1

What do the screens show for `O=c1[nH]nc(N2CCOCC2)c(=O)[nH]1`?
TDP2 inh: -7; PRMT1 inh: -5; proKLK7 act: 0.6; TCR-CD3 inh: 8; MBD2 inh: 3; DDE Tn7 FP inh: -3; SIAE primary: -3; UHRF1 binding: -1; LEDGF integ inh: 2; Tn6 DDE FP: 11

Results for CC(=O)Nc1ccc(N(CC(=O)NCC2CCCO2)C(=O)CCC(=O)Nc2cc(C)on2)cc1 (stereo not drawn) ?
TDP2 inh: -3; PRMT1 inh: 2; proKLK7 act: 0.2; TCR-CD3 inh: 0; MBD2 inh: -2; DDE Tn7 FP inh: -2; SIAE primary: 0; UHRF1 binding: 0; LEDGF integ inh: 1; Tn6 DDE FP: -4

How did O=C(CNC(=O)C(c1ccccc1)c1ccccc1)N/N=C/c1ccc(O)c([N+](=O)[O-])c1 do in these assays?
TDP2 inh: 4; PRMT1 inh: 5; proKLK7 act: 0.9; TCR-CD3 inh: -2; MBD2 inh: -6; DDE Tn7 FP inh: 0; SIAE primary: -2; UHRF1 binding: 1; LEDGF integ inh: -1; Tn6 DDE FP: -6
